Screening results: PubChem BioAssay, several laboratories
HMGR II inh – inhibitors of E. faecalis class II HMGR, primary screen, biochemical, Enterococcus faecalis | purified E. faecalis HMGR, NADPH absorbance 340 nm kinetic | inhibition, % at 10 µM | 0.41% of 190,000 active | HMG-CoA reductase (Enterococcus faecalis, mvaE);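 active = inhibition above a set limit, the median over all tested compounds plus 3 SD, cut at about 9.5% in these data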;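 also: enzyme runs in reverse so mevalonate oxidation gives rising NADPH absorbance; 0% = complete reaction with DMSO and 100% = background rate lacking mevalonate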
FLuc inh counter – firefly luciferase enzyme inhibitors, primary screen, artefact control for luciferase-based inhibitor screens, biochemical, luminescence, ATPLite. inhibition, % at 10 µM. Luciferin 4-monooxygenase (Photinus pyralis), P08659. 10 min. 1.5% of 200,000 active;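 active = inhibition above about 50% when tested at 10 µM, limit read from the data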
Target sequence (P08659 whole entry, looked up): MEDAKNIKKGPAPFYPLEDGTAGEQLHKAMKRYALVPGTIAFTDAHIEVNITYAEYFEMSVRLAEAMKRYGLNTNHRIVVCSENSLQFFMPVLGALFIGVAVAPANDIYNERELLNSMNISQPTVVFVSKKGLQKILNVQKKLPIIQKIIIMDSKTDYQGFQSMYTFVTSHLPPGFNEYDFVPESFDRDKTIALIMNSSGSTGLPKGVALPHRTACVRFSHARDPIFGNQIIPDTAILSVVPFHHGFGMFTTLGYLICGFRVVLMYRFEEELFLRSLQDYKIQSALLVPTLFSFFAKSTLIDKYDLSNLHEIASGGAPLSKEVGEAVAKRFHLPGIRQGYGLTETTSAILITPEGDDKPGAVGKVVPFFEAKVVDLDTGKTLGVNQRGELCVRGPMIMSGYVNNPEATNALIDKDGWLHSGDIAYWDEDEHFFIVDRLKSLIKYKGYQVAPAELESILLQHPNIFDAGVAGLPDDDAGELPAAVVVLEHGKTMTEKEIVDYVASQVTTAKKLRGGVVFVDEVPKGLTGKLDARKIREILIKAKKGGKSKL
APP 5'UTR act – activators of APP 5'UTR luciferase reporter, primary screen, SH-SY5Y cells | SH-SY5Y APP 5'UTR luciferase reporter, luminescence; zero percent = DMSO vehicle wells | activation, % at 2 µM | 1% of 190,000 active;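 active = activation above a set limit, based on mean plus 3 SD of controls, cut at about 140% in these data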; also: values of inactives mirror those of a sister screen read the other way
Hsp70 activator – Hsp70 transcriptional activators, primary screen, cell-based, HeLa, Hsp70 promoter luciferase, luminescence, 10 µM. HeLa Hsp70 promoter luciferase reporter; scaled: vehicle 0, proteasome-inhibitor control 100%. activation, % at 10 µM. 0.04% of 200,000 active;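 active = activation above the mean across all tested compounds plus 3 SD, cutoff set per campaign, cut at about 5.5% in these data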;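 also: 100% = MG132 at 30 µM as the positive control and 0% = DMSO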
STAT1 act – STAT1 signaling activators, primary screen, cell-based, HTS, luciferase reporter; activation (% of control), % at 5.5 µM; NIH 3T3 STAT1-luciferase reporter, IFN-gamma, luminescence; 100% = IFN-gamma alone, no compound; 2.6% of 200,000 active;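 active = activation above the screen-wide mean activation plus 3 SD, cut at about 130% in these data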;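 also: raw ratio to IFN-gamma control signal so 100% means no change and 0% no light; values of inactives mirror those of a sister screen read the other way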
FLuc act counter – FLuc activators, initial screening, artefact control for FLuc-dependent activation tests, biochemical, ATPlite luminescence | ATPlite luciferase biochemical, 10 min; 0 = ATP-free wells, 1 = DMSO control | activation factor at 10 µM | 200,000 tested, under 10 active | AID 1027, 2008;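 active = luciferase activation factor, scaled between plate controls, of at least 2 with compound at 10 µM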
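assay system = Luciferase/luciferin detection reagent, cell-free biochemical luciferase assay | also added = ATP substrate | times = 10 min post-reagent at room temperature | measured by = luminescence from luciferase reaction | measure = luciferase activation, seen as luminescence increase over controls | benchmarks = low control with PBS replacing ATP, high control enzyme plus ATP without compound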
APP 5UTR inh – inhibitors of APP translation via 5'UTR reporter, primary screen, APP 5'UTR luciferase, SH-SY5Y cells | SH-SY5Y APP 5'UTR-luciferase reporter, luminescence | 0.82% of 190,000 active | inhibition, % at 2 µM;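 active = inhibition above a set limit, derived from the sample mean plus 3 SD, cut at about 45% in these data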; also: values of inactives mirror those of a sister screen read the other way
NF-kB neuron act – activators of NF-kB expression in neurons, primary screen, cell-based, HTS; human neuronal cells, NF-kB reporter expression; active compounds read high; fold change at 12.5 µM; 1.6% of 190,000 active; in the data active = fold change above about 3.3
G6PDH counter – L. mesenteroides G6PDH inhibitors, counter-screen for G6PDH-coupled screening assays, biochemical, Leuconostoc mesenteroides enzyme; glucose-6-phosphate dehydrogenase [Leuconostoc mesenteroides]; Purified L. mesenteroides G6PDH, diaphorase/resazurin coupled fluorescence, 45 min; inhibition, % at 5 µM; 0.12% of 200,000 active; in the data active = inhibition above about 50%
DTT redox prof – compounds producing H2O2 with reducing agent – biochemical, NIH compound library profiling, artefact control for MLSCN library redox annotation, primary screen | DTT-dependent redox cycling H2O2, phenol red/HRP absorbance; 100% = 100 µM peroxide control, 0% = buffer | activation, % at 10 µM | 0.03% of 200,000 active | AID 878, 2007;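 active = activation of at least 50% relative to the plate's high and low controls in the primary single-dose screen; inactive = activation below 50%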;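 also: compound incubated with DTT at 0.8 mM final as the reducing agent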
An asterisk follows results filed as active.

Below each SMILES – FLuc inh counter, FLuc act counter, DTT redox prof, STAT1 act, HMGR II inh, NF-kB neuron act, Hsp70 activator, APP 5'UTR act, APP 5UTR inh, G6PDH counter
#1 COC(=O)/C(=C/c1ccccc1)NC(=O)c1ccco1
 : -3, 1, -0.1, 95, 1, 0.95, -0.2, 1, -1, 6
#2 COc1cc(/C=C(/Sc2nnc(-c3ccc(F)cc3)o2)C(=O)O)ccc1OC(F)F
 : -1, 1, 0.5, 110, 10*, 1.1, 0.2, -8, 8, 3
#3 CCCc1cc(C(=O)Nc2sc(C(C)=O)c(C)c2C(=O)OCC)no1
 : -2, 1, -0.5, 94, -1, 1.4, -0.2, -10, 10, -42
#4 CCCCOC(=O)NC1CCS(=O)(=O)C1 (stereo unspecified)
 : -7, 1.1, -6.2, 100, 1, 1.3, -0.4, -2, 2, 14
#5 CCC1CCCCN1CCCNC(=O)c1ccc(N2CCOCC2)c(NS(=O)(=O)c2ccc(OC)cc2)c1 (stereo unspecified)
 : -3, 1, -0.1, 118, 1, 0.99, -0.3, 1, 0, 0
#6 CC(=O)c1cc(C)ccc1OC(=O)c1ccco1
 : -3, 1, 0.8, 99, 5, 1.5, -0.3, 0, 0, -6
#7 CCCCn1c(SCc2ccccn2)nc2c1c(=O)n(C)c(=O)n2C
 : -3, 1, -0.6, 95, -3, 0.97, -0.1, 6, -6, 4
#8 CC(C)Cc1nc2oc3c(=O)[nH]cnc3c2c2c1CCC2
 : -6, 1.1, -0.9, 103, -2, 1.2, -0.2, 11, -11, 9
#9 O=C1NC2(CCCCC2)C(=O)N1Cc1cccc(C(F)(F)F)c1
 : -5, 1.1, -0.9, 92, 0, 0.96, -0.1, -12, 12, -4
#10 COc1ccc(CCNc2nnc(C)c(=O)[nH]2)cc1OC
 : -6, 1.1, 0.2, 102, -5, 1.1, -0.3, -1, 1, -4

An excerpt from above in order of the DTT redox prof value, low to high:
no.	canonical_smiles	DTT redox prof	STAT1 act	HMGR II inh	NF-kB neuron act	Hsp70 activator	APP 5'UTR act	APP 5UTR inh
8	CC(C)Cc1nc2oc3c(=O)[nH]cnc3c2c2c1CCC2	-0.9	103	-2	1.2	-0.2	11	-11
7	CCCCn1c(SCc2ccccn2)nc2c1c(=O)n(C)c(=O)n2C	-0.6	95	-3	0.97	-0.1	6	-6
10	COc1ccc(CCNc2nnc(C)c(=O)[nH]2)cc1OC	0.2	102	-5	1.1	-0.3	-1	1

(listing goes on)
Below each SMILES – FLuc inh counter, FLuc act counter, DTT redox prof, STAT1 act, HMGR II inh, NF-kB neuron act, Hsp70 activator, APP 5'UTR act, APP 5UTR inh, G6PDH counter
#11 Cc1nc(SCC(=O)Nc2ccc3c(c2)OCO3)c(C#N)c2c1CCCC2
 : -4, 1, -0.4, 90, -1, 1.1, -0.1, 16, -16, 0
#12 Cn1c(=O)c2c(nc(NC(Cc3ccccc3)C(=O)O)n2Cc2ccccc2)n(C)c1=O (stereo unspecified)
 : -2, 1, -0.8, 102, 0, 1, -0.3, 6, -6, 17
#13 CCc1cccc(NC(=O)Cn2c(-c3ccccc3)cc(C(C)=O)c2C)c1
 : -4, 1, -0.1, 99, 0, 0.87, -0.4, -12, 12, 4
#14 O=C(NCCOc1ccccc1Cl)C(=O)c1c[nH]c2ccccc12
 : -8, 1.1, -0.3, 111, 17*, 1.2, -0.1, -4, 4, -7
#15 Cc1ccc(C(=O)Nc2ncc(Cc3ccc(F)cc3)s2)o1
 : 62*, 0.4, 3.8, 126, 0, 7.9*, 0.2, 134, -134, 5
#16 CCOC(=O)C(/C(C)=N/NC(=O)c1ccccc1[N+](=O)[O-])C(C)C (stereo unspecified)
 : -8, 1.1, -3.6, 101, -1, 1.1, -0.2, 2, -2, -3
#17 O=C(CC(c1ccccc1)c1ccccc1O)NCCN1CCOCC1 (stereo unspecified)
 : -4, 1, -0.5, 93, 1, 1.3, -0.1, -14, 14, 7
#18 Cc1ccc(-n2c(SCC(=O)OC(C)C)nnc2-c2ccco2)cc1
 : 1, 1, 0.5, 99, -2, 0.94, -0.3, 4, -4, -5
#19 COc1ccc(/C=c2/sc3nc(-c4ccccc4)c(-c4ccccc4)n3c2=O)cc1
 : 0, 1, 0.5, 101, -5, 1, -0.5, 19, -19, -7
#20 O=C(O/N=C(/c1ccccc1)c1ccncc1)c1ccc(F)cc1
 : -2, 1, -0.4, 105, -3, 0.93, -0.4, -8, 8, 1

Some of these compounds in order of molar mass, low to high:
Below each SMILES – FLuc inh counter, FLuc act counter, DTT redox prof, STAT1 act, HMGR II inh, NF-kB neuron act, Hsp70 activator, APP 5'UTR act, APP 5UTR inh, G6PDH counter
#16 CCOC(=O)C(/C(C)=N/NC(=O)c1ccccc1[N+](=O)[O-])C(C)C (stereo unspecified)
 : -8, 1.1, -3.6, 101, -1, 1.1, -0.2, 2, -2, -3
#14 O=C(NCCOc1ccccc1Cl)C(=O)c1c[nH]c2ccccc12
 : -8, 1.1, -0.3, 111, 17*, 1.2, -0.1, -4, 4, -7
#18 Cc1ccc(-n2c(SCC(=O)OC(C)C)nnc2-c2ccco2)cc1
 : 1, 1, 0.5, 99, -2, 0.94, -0.3, 4, -4, -5
#11 Cc1nc(SCC(=O)Nc2ccc3c(c2)OCO3)c(C#N)c2c1CCCC2
 : -4, 1, -0.4, 90, -1, 1.1, -0.1, 16, -16, 0
#12 Cn1c(=O)c2c(nc(NC(Cc3ccccc3)C(=O)O)n2Cc2ccccc2)n(C)c1=O (stereo unspecified)
 : -2, 1, -0.8, 102, 0, 1, -0.3, 6, -6, 17

(continued)
Below each SMILES – FLuc inh counter, FLuc act counter, DTT redox prof, STAT1 act, HMGR II inh, NF-kB neuron act, Hsp70 activator, APP 5'UTR act, APP 5UTR inh, G6PDH counter
#21 O=C(OCC(=O)N1CCCCC1)c1c[nH]c(=O)[nH]c1=O
 : -7, 1.1, 1.8, 108, -1, 1.1, -0.4, 5, -5, 8
#22 C/C=C(/C)C(=O)O[C@@H]1[C@H](OC(C)=O)c2c(ccc3ccc(=O)oc23)OC1(C)C
 : -5, 1.1, -0.7, 86, 4, 0.82, 0.0, -9, 9, 14
#23 COCCOC(=O)c1c(C)n(C)c2ccc(OC(=O)C3CC3)cc12
 : 4, 1, 1.5, 89, -2, 0.91, 0.1, 7, -8, 10
#24 N#CC1=C(N)NC(SCC(=O)c2ccc(Br)cc2)=C(C#N)C12CCCCC2
 : -5, 1.1, 0.2, 83, 0, 0.74, -0.2, 1, -1, -1
#25 COc1ccc(NC(=O)c2cc3n(n2)C(C(F)(F)F)CC(c2ccc4c(c2)OCO4)N3)cc1OC (stereo unspecified)
 : -3, 1, -0.3, 93, -2, 0.44, -0.5, -10, 10, 0
#26 CCOC(=O)/C=C/C(=O)Nc1ccccc1C(=O)NC1CCCCC1
 : -4, 1, -0.2, 91, 2, 1.3, 0.0, 2, -2, 7
#27 CCOC(=O)C1CCCN(S(=O)(=O)c2ccc(OC)cc2)C1 (stereo unspecified)
 : -8, 1.1, 0.0, 99, -1, 0.84, -0.2, 13, -13, 12
#28 CCc1c(C)nc2c(C#N)c[nH]n2c1=O
 : -3, 1, -1.2, 104, -3, 0.85, 0.6, 5, -5, 2
#29 O=C(O)CC1SC(=Nc2ccccc2)N(c2ccccc2)C1=O (stereo unspecified)
 : -5, 1, -0.1, 100, 0, 1.1, -0.2, -1, 1, 1
#30 COc1cc(CNc2ccc(CNc3ncn[nH]3)cc2)ccc1OCc1ccccc1
 : 1, 1, 0.2, 129*, -1, 1.3, 0.1, 7, -7, -30
#31 CCN1CCN(C(=S)NCCc2ccccc2)CC1
 : -8, 1.1, -0.1, 108, 4, 1.7, -0.4, 10, -10, 6
#32 CC(=O)c1cc2c(C)cc(=O)oc2cc1O
 : -5, 1.1, 0.2, 94, -1, 1.2, -0.3, 8, -8, 1
#33 CCN(CC)S(=O)(=O)c1ccc(C(=O)NCc2ccc3[nH]c4c(c3c2)CCCC4)cc1
 : -11, 1.1, 0.9, 99, -3, 0.81, 0.1, -2, 2, 18
#34 Cc1ccc(NC(=O)C(C)OC(=O)c2ccc(NS(=O)(=O)c3ccc(F)c(F)c3)cc2)cc1 (stereo unspecified)
 : -6, 1.1, -0.1, 100, -4, 0.87, -0.1, 7, -7, 0
#35 O=C1CCC([N+](=O)[O-])C(c2ccc3c(c2)OCO3)N1 (stereo unspecified)
 : -7, 1.1, -0.5, 99, 0, 1.2, -0.1, 8, -8, 6
#36 C/C(=N\NC(=O)CCCNc1cccc(C)c1)c1ccncc1
 : -5, 1.1, -0.2, 98, -9, 1.1, -0.3, 19, -19, 19
#37 COc1ccccc1CCNS(=O)(=O)c1c(C)n(C)c(=O)n(C)c1=O
 : -6, 1.1, 0.0, 102, 3, 1.4, 0.0, -1, 1, -5
#38 N#Cc1ccc(Oc2cc(C(F)(F)F)nc(-c3ccccn3)n2)cc1
 : -3, 1, -0.4, 107, -2, 1.3, -0.1, -3, 3, 4
#39 O=C(c1cccc(F)c1)N1CCN(C(=O)c2cc(-c3ccc(Cl)cc3Cl)on2)CC1
 : 7, 0.9, 0.5, 95, 4, 0.69, -0.2, 4, -4, -52
#40 CCNC(=S)N/N=C(\C)c1cccc(C(F)(F)F)c1
 : -4, 1, -0.1, 113, -1, 1.5, -0.2, 9, -9, 3
#41 C=C1c2ccccc2NC(=S)N1Cc1ccc2c(c1)OCO2
 : -3, 1, 0.2, 121, -6, 1.5, -0.2, 76, -76, 7
#42 O=C(c1ccc(NS(=O)(=O)c2cccc3cccnc23)cc1)N1CCCCC1
 : -5, 1, -1.1, 94, 1, 0.91, 0.0, -12, 12, 1
#43 COc1ccc(N2CCCn3c2nc2c3c(=O)n(Cc3ccccc3F)c(=O)n2C)c(OC)c1
 : -4, 1, 2.1, 86, -3, 1, -0.1, -3, 3, 1
#44 Nc1nc(Cl)nc2ccc(Br)cc12
 : -3, 1, -0.4, 121, 1, 0.47, 0.3, 32, -32, 10
#45 Cc1ccc(-c2nnn(CC(=O)N(CC3CCCO3)C(C(=O)NC3CCCCC3)c3ccc(F)cc3)n2)o1 (stereo unspecified)
 : -5, 1.1, 0.2, 109, -1, 1.4, 0.1, 17, -17, -4
#46 CN1CCN(S(=O)(=O)c2ccc(NC(=O)Cc3cccs3)cc2)CC1
 : -5, 1.1, 2.5, 101, -4, 1.2, 0.7, -8, 8, 6
